Source: PubChem (National Center for Advancing Translational Sciences (NCATS))
12-hLO inh – qHTS Assay for Inhibitors of 12-hLO (12-human lipoxygenase). Polyunsaturated fatty acid lipoxygenase ALOX12 (Homo sapiens), P18054. purified 12-hLO, xylenol orange hydroperoxide absorbance. Potency, µM (highest dose often 57.1 µM), for the others: at the top dose activity change, negative = inhibition, most hits filed as inhibitors. 150,000 tested, 0.12% active. AID 1452, 2008; also: potency is read from the fitted curve at half-maximal effect; nearly all actives have a fitted effect of over 55% in size; many of its hits are not listed in these tables
Target sequence (P18054 whole entry, looked up): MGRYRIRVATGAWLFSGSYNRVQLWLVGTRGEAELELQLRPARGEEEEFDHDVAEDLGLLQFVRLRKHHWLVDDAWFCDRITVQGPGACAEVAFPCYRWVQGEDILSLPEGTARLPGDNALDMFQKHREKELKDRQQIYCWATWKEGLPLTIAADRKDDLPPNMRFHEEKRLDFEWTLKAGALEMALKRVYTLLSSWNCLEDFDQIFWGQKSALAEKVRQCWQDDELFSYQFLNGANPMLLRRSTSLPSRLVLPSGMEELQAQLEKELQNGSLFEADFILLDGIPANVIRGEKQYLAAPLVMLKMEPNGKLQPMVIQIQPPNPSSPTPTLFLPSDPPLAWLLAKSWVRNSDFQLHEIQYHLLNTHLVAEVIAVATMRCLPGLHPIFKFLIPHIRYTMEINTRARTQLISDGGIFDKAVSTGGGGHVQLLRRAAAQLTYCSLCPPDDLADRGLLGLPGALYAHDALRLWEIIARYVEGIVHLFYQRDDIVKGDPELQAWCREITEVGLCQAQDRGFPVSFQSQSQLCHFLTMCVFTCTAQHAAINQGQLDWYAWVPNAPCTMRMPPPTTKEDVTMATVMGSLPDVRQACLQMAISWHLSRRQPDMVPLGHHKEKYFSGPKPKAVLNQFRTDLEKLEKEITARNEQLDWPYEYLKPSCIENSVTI
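Hydroperoxide formation by human 12-lipoxygenase from 40 uM arachidonic acid was followed colorimetrically via ferric-xylenol orange complex, using the 573/405 nm absorbance ratio. Enzyme concentration was 150 nM, with 30 min reaction at room temperature.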
IMPase inh – qHTS Assay for Identifying the Cell-Membrane Permeable IMPase Inhibitors. CHO-M1 cells, IP1 accumulation, HTRF TR-FRET ratio. 120,000 tested, under 10 active. AID 901, 2007. inhibition (IP1 accumulation), % at 46.1 µM; active = well fitted curve in the direction sought with a large enough effect in the signal ratio, not every such curve was filed as active; inconclusive = small, poorly fitted or top-dose-only effect, or a change in a side signal; inactive = no such curve, though single readings can be large or run the other way; the % refers to the signal ratio;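 also: cells stimulated with carbachol in lithium chloride buffer; plate controls were DMSO basal wells for no effect and reference inhibitor wells for full effect; higher means more IMPase inhibition seen as more IP1 and lower FRET ratio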
Target sequence (P97697 whole entry, looked up): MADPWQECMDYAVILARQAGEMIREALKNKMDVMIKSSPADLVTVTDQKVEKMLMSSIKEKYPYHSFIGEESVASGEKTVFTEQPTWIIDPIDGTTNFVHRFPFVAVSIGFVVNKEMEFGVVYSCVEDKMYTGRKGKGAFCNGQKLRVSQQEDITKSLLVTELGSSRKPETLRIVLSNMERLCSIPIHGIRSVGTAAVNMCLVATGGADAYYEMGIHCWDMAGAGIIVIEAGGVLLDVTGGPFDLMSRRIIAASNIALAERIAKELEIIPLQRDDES
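CHO-M1 cells (CHO stably expressing M1 receptor), compound up to 46 uM final, stimulated with carbachol (50 uM as added) in buffer with 50mM LiCl, pH 7.4, 30 min at 37C. Cytosolic IP1 read by TR-FRET; AC50 from Hill fits.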
15-hLO-2 inh – qHTS Assay for Inhibitors of 15-hLO-2 (15-human lipoxygenase 2); Polyunsaturated fatty acid lipoxygenase ALOX15B (Homo sapiens), O15296; purified 15hLO-2, xylenol orange hydroperoxide absorbance; Potency, µM (doses to about 57.1 µM), inactives show at the top dose activity change, negative = inhibition, hits mostly inhibitors; 110,000 tested, 0.56% active; AID 881, 2007; also: potency is read from the fitted curve at half-maximal effect; nearly all actives have a fitted effect of over 60% in size; many of its hits are not listed in these tables
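Read-out: hydroperoxide product oxidises ferrous iron, measured as xylenol orange complex via the 573-to-405 nm absorbance ratio after 30 min. Reaction: 50 nM enzyme, 15 min compound preincubation, 45 uM arachidonic acid, 90 min RT, Hepes pH 7.5 with Triton X-100.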
PNC inhibitor – High Content Assay for Compounds that inhibit the Assembly of the Perinucleolar Compartment; AID 2417, 2010; activity change (PNC), negative = inhibition, % at 10 µM; PC3M PTB-GFP, PNC prevalence imaging, 16 h; stronger effect = lower value; 140,000 tested, 3.1% active;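 active = readout at or below -70, meaning at least 70% loss of cells showing the perinucleolar compartment, a nuclear body marking cancer cells; inconclusive = readout between -30 and a set limit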;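 also: plate controls were DMSO wells for no effect and camptothecin positive control wells for full effect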
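Compounds are pinned in duplicate onto adhered PC3M cells stably expressing GFP-tagged PTB and incubated 16 h at 37 C. Cells are then fixed, nuclei stained with Hoechst, and PNC-positive cells counted.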
Numbers without * were called inactive; ? = inconclusive; / = not tested or not shown; [ ] = dose if it differs, or a comment. Unless noted, calls follow the shape of the dose curve; as a rule, active = well fitted curve in the direction sought with a large enough effect; inconclusive = small, poorly fitted or top-dose-only effect, or another doubt; inactive = no such curve, though single readings can be large; an effect the other way counts as inactive or inconclusive. Unless noted, % is scaled to controls: 0 for no effect and ±100 for the full control effect. This is a subset (hit frequency here may not be typical).

The line under a structure holds: 12-hLO inh, IMPase inh, 15-hLO-2 inh, PNC inhibitor
Cc1ccc2sc(NC(=O)c3ccc(N4C(=O)CCC4=O)cc3)nc2c1C
  5%, /, /, 22
CC(C)CN(C(=O)COC(=O)c1ccc([N+](=O)[O-])o1)C1CCS(=O)(=O)C1 (stereo not drawn)
  -2%, /, /, -4
Cc1ccccc1CSCC(=O)NCc1ccco1
  -8%, /, /, 24
COc1ccc(CCC(=O)N2CCc3ccccc32)cc1
  -3%, -3, 2%, 7
CC(C(=O)Nc1ccc(F)c(F)c1F)N1CCCCCC1 (stereo not drawn)
  1%, ?, 15%, 31
COc1ccccc1NS(=O)(=O)c1cccc(C(=O)N/N=C(\C)c2ccc3c(c2)OCCO3)c1
  -4%, /, /, 22
CC12c3ccccc3C(c3ccccc31)C1C(=O)N(c3cccnc3)C(=O)C12 (stereo not drawn)
  -1%, /, /, -9
CN(C)c1ccc(Sc2nnc(NC(=O)Nc3ccc(Cl)cc3Cl)s2)cc1
  0%, /, /, -23
COc1ccc(-c2nc(CNS(=O)(=O)c3cc(OC)ccc3OC)cs2)cc1
  3%, -7, -1%, -8
COn1c(=O)c(=O)n(O)c2ccccc21
  -6%, -3, 2%, -5
O=C(O)c1c2c(c(O)c3c1CN(C1CCCCC1)CO3)OCN(C1CCCCC1)C2
  -5%[11.4 µM], /, 6%[11.4 µM], /
Cc1ccccc1N1C(=O)c2sc3nc4c(c(=O)n3c2C1=O)CCC4
  -2%, 4, -21%, -4
O=C(CCC1COc2ccccc2O1)NCc1ccco1 (stereo not drawn)
  -4%, -7, -7%, ?
COc1ccc(S(=O)(=O)N2CCCC(C(=O)NCCC3=CCCCC3)C2)cc1 (stereo not drawn)
  -4%, 22, -2%, ?
CCCOC(=O)c1ccc(OCC(O)CN2C(=O)NC(C)(C)C2=O)cc1 (stereo not drawn)
  3%, -6, 0%, -10
COc1ccc(S(=O)(=O)N2CC3C4C=CC(C4)C3C2)cc1 (stereo not drawn)
  -1%, -12, -8%, -11
Cc1c(NC(=O)C(C)OC(=O)c2sc3ccccc3c2Cl)c(=O)n(-c2ccccc2)n1C (stereo not drawn)
  -2%, /, /, -116*
CCC1(C)Cc2nc3[nH]c(=S)n(-c4ccc(C)cc4)c(=O)c3cc2CO1 (stereo not drawn)
  4%, 8, /, -15
C=C1CC[C@H](O)C/C1=C/C=C1\CCC[C@]2(C)[C@@H]([C@H](C)CCCC(C)C)CC[C@@H]12
  -23%[0.00818 µM], /, 7%[0.0915 µM], /
COC(=O)CSc1ncnc2c1sc1nc(-c3ccco3)c3c(c12)CC(C)(C)OC3
  -9%, -4, -3%[2.29 µM], 24
Cc1ccc(C(=O)c2ccc([N+](=O)[O-])cc2)cc1C
  -8%, 13, -13%, 4
CCOc1ccc(NC(=O)CSc2ncn[nH]2)c([N+](=O)[O-])c1
  -4%, /, /, -8
Cc1cccc(CSC(=N)N)c1
  2%, -9, /, -115*
O=C(NCC1CCCO1)C(C(=O)c1ccc(F)cc1)n1ccccc1=O (stereo not drawn)
  1%, 5, -10%, 27
Cc1cccc(S(=O)(=O)Nc2ccc(C)c3c2OC(C)(C)C3)c1
  8%, 3, -15%, -5
COCCCNC(=O)c1ccc2c(=O)n(C3CCCC3)c(=S)[nH]c2c1
  -2%, -7, -6%, -12
CC1CC(C)CN(CCCNC(=O)CCNC(=O)Cn2ccc3ccccc3c2=O)C1 (stereo not drawn)
  -2%, 2, -5%, -9
O=C(CCn1nnc2ccccc21)Nc1nnc(Cc2ccc(F)cc2)s1
  -3%, 5, 0%, 28
Cc1noc(C)c1COc1cccc(C(=O)OCC(=O)N2CC(=O)Nc3ccccc32)c1
  0%, 2, -7%, ?
CCOc1ccc2c(c1)OC(c1ccc(OC)cc1)(C(F)(F)F)NC2=O (stereo not drawn)
  -1%, 8, /, -92*

Complete entries from above:
COc1ccc(S(=O)(=O)N2CCCC(C(=O)NCCC3=CCCCC3)C2)cc1 (stereo not drawn) is listed with 12-hLO inh: -4%; IMPase inh: 22; 15-hLO-2 inh: -2%; PNC inhibitor: ?
COc1ccc(-c2nc(CNS(=O)(=O)c3cc(OC)ccc3OC)cs2)cc1 is listed with 12-hLO inh: 3%; IMPase inh: -7; 15-hLO-2 inh: -1%; PNC inhibitor: -8

Next part:
The line under a structure holds: 12-hLO inh, IMPase inh, 15-hLO-2 inh, PNC inhibitor
CCCN(C(=O)CSc1nnc(-c2ccoc2C)n1N)C1CCS(=O)(=O)C1 (stereo not drawn)
  5%, -1, 0%, ?
COCCNC(=O)c1cc2c(=O)n(C)c3ccccc3c2n1C
  -1%, 5, 4%, 22
COc1ccc(Cl)cc1C(=O)NCCN(C)C
  6%, 0, 5%, 27
CCCCCn1c2nc3ccccc3nc2c2c(=O)n(CC3CCCO3)c(C)nc21 (stereo not drawn)
  0%, 4, -8%, -27
NS(=O)(=O)c1ccc(CCNc2nc(CN3CCOCC3)nc3sc4c(c23)CCC4)cc1
  -4%, 9, 17%, -21
Cn1cc(C(=O)Nc2ccc(F)c(Cl)c2)cn1
  1%, /, /, -23
Nc1nc(Nc2ccc(Cl)cc2Cl)nc(C(F)(F)F)n1
  -17%, 5, 6%, ?
COc1ccc(-c2c(C)nn(-c3ccccc3)c2N)cc1OC
  2%, 6, /, ?
Cc1onc(-c2ccccc2)c1C(=O)N1CCCSC1=Nc1ccccc1
  2%, 7, -3%, 26
c1csc(Cn2nnnc2CN2CCN(c3nc4ccccc4s3)CC2)c1
  -10%, 2, -10%, ?
COCCNC(=O)C(c1ccc(C)o1)N(C(=O)c1snc(C(N)=O)c1N)c1cccc(C)c1 (stereo not drawn)
  1%, 1, 7%, ?
Cn1c(=O)c2c(-c3cccc(F)c3)c3c(nc2n(C)c1=O)-c1ccccc1C3O (stereo not drawn)
  -1%, 9, -24%, 7
CN(Cc1ccccc1)c1ncnc2ccc(Br)cc12
  -10%, -28, 12%, 40
COc1ccccc1[C@H]1C(c2cccc(C)c2)=NN(c2ccccc2)[C@@H]1CO
  -2%[0.00818 µM], /, -7%[0.0915 µM], /
C=CCn1c(CSc2nc3ccccc3s2)nnc1SCC(=O)NCCN1CCOCC1
  5%, 9, 1%, -8
CC(=O)NCc1ccc(-c2csc(N)n2)s1
  -15%, 6, 14%, ?
NC1=C([N+](=O)[O-])C(c2ccccc2)C2=C(CCCC2=O)O1 (stereo not drawn)
  0%, /, /, 7
CN(C(=O)CSC1=NCCS1)c1ccccc1
  3%, 8, -3%, -22
NC(=O)CSc1nc2scc(-c3ccco3)c2c(=O)n1-c1ccccc1
  -15%, -3, -22%, -27
CCOC(=O)C(C(C)=O)C(c1ccc(OCCC(C)C)cc1)C(C(C)=O)C(=O)OCC (stereo not drawn)
  6%, 24, /, 230
O=C(NCc1ccc2c(c1)OCO2)c1cc(-c2ccccc2Cl)on1
  -14%, -6, -5%, 62
CCC(C)c1ccc(NC(=O)c2cccs2)cc1 (stereo not drawn)
  4%, 2, -1%, 13
Cn1nnnc1SCC(=O)NCCCc1ccccc1
  -1%, -9, 0%, ?
CC(NC(=O)CSc1nc2c(c(C(F)(F)F)n1)CCc1ccccc1-2)c1ccccc1 (stereo not drawn)
  0%, ?, /, -5
O=C(Cc1cccs1)Nc1ccc(S(=O)(=O)Nc2ncccn2)cc1
  -3%, -3, -17%, ?
CCN(CC)c1ncnc2sc3c(c12)CCC3
  -2%, 1, 3%, ?
COc1ccc(/C=C/C(=O)N2c3ccccc3Sc3ccc(C(F)(F)F)cc32)cc1
  -2%, /, /, ?
COc1ccccc1NC(=O)CSC1=NCCN1
  -4%, /, /, 43
COc1ccc(S(=O)(=O)Nc2ccc(S(=O)(=O)Nc3ccc(F)cc3)cc2)cc1C
  -17%, -4, /, 75
O=C(Nc1nccs1)C(NS(=O)(=O)c1ccc(Br)s1)c1ccccc1 (stereo not drawn)
  -14%, 3, -9%, 38

Following part.
The line under a structure holds: 12-hLO inh, IMPase inh, 15-hLO-2 inh, PNC inhibitor
O=C(Cc1ccc(-n2c(=O)[nH]c3ccsc3c2=O)cc1)N1CCN(c2ccc(Cl)cc2)CC1
  -3%, /, /, 37
C=CCn1c(Cc2cccs2)nnc1SCC(=O)Nc1ccc(OC)cc1
  -5%, 13, -5%, -27
Cc1cc(NS(=O)(=O)c2ccc(NC(=S)NC(=O)c3ccc(C(C)(C)C)cc3)cc2)no1
  -1%, /, /, 32
Cc1ccc(-c2csc(/C(C#N)=C/Nc3ccccc3SC(F)(F)F)n2)cc1
  0%, 7, /, -16
Cc1ccc(N2CC(C(=O)NCCCn3ccnc3)CC2=O)cc1 (stereo not drawn)
  -1%, -3, 9%, 3
COc1ccc(S(=O)(=O)N2CCC(CN3C(=O)c4cccc5cccc(c45)C3=O)CC2)cc1
  0%, /, /, 42
COc1ccccc1CNC(=O)Cn1nnc(-c2ccncc2)n1
  -1%, -3, 1%, 24
C=CCn1c(=N)n(CC(=O)OC)c2ccccc21
  5%, -3, 3%, ?
COc1ccc(N2C(=O)CCC(C(=O)N3CCCCC3)C2c2ccc(F)cc2)cc1 (stereo not drawn)
  0%, 9, 2%, 3
Cc1ccccc1OCCC(=O)NCCc1ccc(S(N)(=O)=O)cc1
  2%, /, /, -3
O=C(NNC(=S)Nc1ccc(Cl)cc1)c1ccccc1OC(F)F
  -3%, /, /, 18
C[C@@H]1OC(OC2C(OC3CC[C@@]4(C)C5CC=C6C7CC(C)(C)CC[C@@]7(C(=O)O)CCC6(C)C5(C)CCC4[C@]3(C)CO)OCC(O)C2O)C(O)C(O)C1O (stereo partly drawn)
  2%, /, -13%, /
O=S1(=O)c2ccccc2N=NN1Cc1ccc(Cl)cc1
  -25%, 1, ?, 8
CCN1C(=O)c2ccc(C(=O)Nc3nccs3)cc2C1=O
  -3%, -1, 7%, ?
COC(=O)N1CCC2(CC1)CN(c1cccc(-c3ccccc3)c1)C2
  -8%, /, 5%, /
CCC(O)c1cc2c(cc1NC(=O)c1ccc(C)cc1)OCCO2 (stereo not drawn)
  -4%, 5, 19%[2.29 µM], 41
COc1ccc(C(=O)NCc2cccnc2)cc1Br
  4%, 12, -2%, 8
O=C(CN(C(=O)CNC(=O)c1ccco1)c1ccc2c(c1)OCO2)NC1CCCCC1
  -4%, 10, -5%, 8
CC(C)(C)n1ncc(Oc2ccccc2[N+](=O)[O-])c(Cl)c1=O
  -2%, /, /, -26
O=C(NCc1cccc(Cl)c1)NCc1cccc(Cl)c1
  2%, /, /, 30
CCCCn1c(=O)[nH]c(=O)c2c1nc(CN1C(=O)c3ccccc3S1(=O)=O)n2CCC
  -9%, 12, -6%, ?
COc1ccc(C(OC(=O)c2ccco2)C(=O)NC2CCCCC2)cc1 (stereo not drawn)
  -1%, /, /, -6
Cc1ccc(NC(=O)NC2(C(=O)NCc3ccccc3)CCCCC2)cc1
  1%, -2[1.84 µM], 1%[11.4 µM], 1
COc1ccc(Oc2cc(C)c3cccc(C)c3n2)cc1
  4%, 9, 9%, 31
CC(C)CCn1c(SCC(=O)c2ccccc2)nc2c1c(=O)[nH]c(=O)n2C
  -6%, -4, -14%, -6
NNC(=S)NCc1ccc2c(c1)OCO2
  ?, /, /, 12
